Compound activity: PubChem, several laboratories
NF-kB expr up: compounds increasing NF-kB expression in human neuronal cells | NF-kB reporter expression; hits give high values | fold change at 12.5 µM | 190,000 compounds, 1.6% hits | AID 1239; in the data active means fold change above about 3.3
APP 5'UTR act: APP 5'UTR luciferase reporter activation; SH-SY5Y APP 5'UTR luciferase reporter, luminescence; zero percent = DMSO vehicle wells; activation, % at 2 µM; 190,000 compounds, 1% hits;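 active means activation above a set limit, based on mean plus 3 SD of controls, cut at about 140% in these data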; further: values of inactives mirror those of a sister screen read the other way
STAT1 activator: STAT1 signaling activation | NIH 3T3 STAT1-luciferase reporter, IFN-gamma, luminescence; 100% = IFN-gamma alone, no compound | activation (% of control), % at 5.5 µM | 200,000 compounds, 2.6% hits | AID 932;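 active means activation above the screen-wide mean activation plus 3 SD, cut at about 130% in these data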;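 further: raw ratio to IFN-gamma control signal so 100% means no change and 0% no light; values of inactives mirror those of a sister screen read the other way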
STAT3 inh: reduces IL-6 driven STAT3 reporter signal; U3A cells, IL-6 STAT3-luciferase reporter, luminescence; host cell line lacks STAT1; inhibition, % at 5.5 µM; 190,000 compounds, 0.89% hits;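 active means inhibition above the mean inhibition across all screened compounds plus 3 SD, cut at about 44% in these data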;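 further: 0% = DMSO only wells and 100% = 100 µM nifuroxazide control wells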
STAT3 activator: activators of IL-6 induced STAT3 signaling. U3A cells, IL-6 STAT3-luciferase reporter, luminescence; 100% = signal with IL-6 EC80 alone. activation (% of control), % at 5.6 µM. 190,000 compounds, 0.91% hits;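 active means activation above the screen-wide mean of compound activation plus 3 SD, cut at about 130% in these data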;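 further: 0% = background luminescence of wells with medium and substrate only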
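System – human U3A cells carrying STAT3-luciferase construct · Probe or stimulus – Interleukin-6, 33 ng/mL · Schedule – compound 1 h, then IL-6 6 h at 37 °C · Signal – luminescence from STAT3-driven luciferase reporter · Evaluation – percent of IL-6-only median luminescence · Benchmarks – IL-6-only high control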
Hsp70 activator: switches on Hsp70 transcription. HeLa Hsp70 promoter luciferase reporter, luminescence; scaled: vehicle 0, proteasome-inhibitor control 100%. activation, % at 10 µM. 200,000 compounds, 0.04% hits;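 active means activation above the mean across all tested compounds plus 3 SD, cutoff set per campaign, cut at about 5.5% in these data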;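 further: 100% = MG132 at 30 µM as the positive control and 0% = DMSO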
DTT redox prof: compounds producing H2O2 with reducing agent – biochemical, NIH compound library profiling, artefact control for MLSCN library redox annotation, primary screen | activation, % at 10 µM | AID 878 | DTT-dependent redox cycling H2O2, phenol red/HRP absorbance; 100% = 100 µM peroxide control, 0% = buffer | 200,000 compounds, 0.03% hits;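 active means activation of at least 50% relative to the plate's high and low controls in the primary single-dose screen; inactive means activation below 50%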;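 further: compound incubated with DTT at 0.8 mM final as the reducing agent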
HMGR II inh: E. faecalis class II HMG-CoA reductase inhibition. purified E. faecalis HMGR, NADPH absorbance 340 nm kinetic. inhibition, % at 10 µM. 190,000 compounds, 0.41% hits. AID 1066;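 active means inhibition above a set limit, the median over all tested compounds plus 3 SD, cut at about 9.5% in these data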;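 further: enzyme runs in reverse so mevalonate oxidation gives rising NADPH absorbance; 0% = complete reaction with DMSO and 100% = background rate lacking mevalonate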
TLR4-MyD88 BLA: inhibitors of human TLR4-MyD88 binding; O00206+Q99836; HeLa CL3-4 TLR4/MyD88 BLA complementation, FRET ratio; inhibition, % at 8.4 µM; 200,000 compounds, 0.18% hits; in the data active means inhibition above about 25%;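 further: 0% = vehicle and 100% = reference inhibitor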
Target sequence (O00206 whole entry, looked up): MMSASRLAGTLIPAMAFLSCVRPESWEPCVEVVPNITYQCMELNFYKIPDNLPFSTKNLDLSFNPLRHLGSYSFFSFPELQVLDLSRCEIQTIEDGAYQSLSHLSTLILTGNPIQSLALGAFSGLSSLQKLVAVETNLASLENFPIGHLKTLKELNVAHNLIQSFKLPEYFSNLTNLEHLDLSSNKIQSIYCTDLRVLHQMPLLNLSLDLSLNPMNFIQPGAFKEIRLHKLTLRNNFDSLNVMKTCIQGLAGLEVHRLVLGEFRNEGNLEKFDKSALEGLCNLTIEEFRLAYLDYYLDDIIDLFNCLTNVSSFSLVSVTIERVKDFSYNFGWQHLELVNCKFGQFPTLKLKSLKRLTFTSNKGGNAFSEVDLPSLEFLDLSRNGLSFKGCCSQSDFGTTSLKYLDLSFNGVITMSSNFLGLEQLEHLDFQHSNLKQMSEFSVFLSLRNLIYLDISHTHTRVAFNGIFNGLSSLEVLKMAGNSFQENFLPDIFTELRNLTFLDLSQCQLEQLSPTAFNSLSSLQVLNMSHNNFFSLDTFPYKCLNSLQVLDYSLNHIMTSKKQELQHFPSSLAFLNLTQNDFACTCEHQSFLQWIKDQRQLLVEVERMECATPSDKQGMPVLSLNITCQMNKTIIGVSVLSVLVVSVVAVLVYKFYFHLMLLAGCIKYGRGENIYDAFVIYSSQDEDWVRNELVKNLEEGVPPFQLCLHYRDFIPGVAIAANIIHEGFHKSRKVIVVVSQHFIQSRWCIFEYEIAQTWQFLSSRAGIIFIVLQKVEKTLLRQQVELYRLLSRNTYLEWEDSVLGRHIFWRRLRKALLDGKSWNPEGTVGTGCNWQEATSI
Target sequence (Q99836 whole entry, looked up): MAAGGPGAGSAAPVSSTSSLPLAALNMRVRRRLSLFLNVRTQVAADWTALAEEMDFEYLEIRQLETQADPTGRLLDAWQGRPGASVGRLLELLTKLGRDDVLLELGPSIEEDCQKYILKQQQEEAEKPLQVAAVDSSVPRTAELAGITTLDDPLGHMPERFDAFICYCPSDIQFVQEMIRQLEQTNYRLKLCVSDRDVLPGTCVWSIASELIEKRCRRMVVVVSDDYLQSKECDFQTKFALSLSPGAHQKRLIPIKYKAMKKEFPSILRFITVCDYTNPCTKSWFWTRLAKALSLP
STAT1 blocker: reduces IFN-gamma driven STAT1 reporter signal; inhibition, % at 5.5 µM; 200,000 compounds, 0.35% hits; NIH 3T3 STAT1-luciferase reporter, luminescence;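 active means inhibition above a set limit, the mean inhibition across all tested compounds plus 3 SD, cut at about 34% in these data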;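 further: 0% = IFN-gamma with DMSO and 100% = IFN-gamma with 300 µM nifuroxazide; values of inactives mirror those of a sister screen read the other way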
Numbers without * were called inactive; nt = not tested or not shown; & = joins results of further samples.

SMILES | NF-kB expr up | APP 5'UTR act | STAT1 activator | STAT3 inh | STAT3 activator | Hsp70 activator | DTT redox prof | HMGR II inh | TLR4-MyD88 BLA | STAT1 blocker
Cc1ccc(-c2csc(NC(=O)CSC3=NCCS3)n2)cc1 | 2.3 | 7 | 101 | 4 | 99 | -0.2 | 0.3 | -1 | 4 | -14
O=C(Nc1ccccc1C(F)(F)F)N1CCCC(O)C1 (stereo not drawn) | 1 | -4 | 103 | 8 | 102 | -0.3 | -0.5 | 0 | -11 | -4
O=C(NCC(c1cccnc1)N1CCOCC1)c1ccco1 (stereo not drawn) | 1.1 | -27 | 101 | -6 | 105 | -0.3 | 0.1 | 0 | 7 | -2
COc1cc2nc(CN(C)Cc3ccc(F)cc3)[nH]c(=O)c2cc1OC | 0.8 | 10 | 98 | -2 | 102 | 0.1 | 2.9 | -5 | -18 | 1
COc1cc(/C=N/NS(=O)(=O)c2ccc(C)c([N+](=O)[O-])c2)ccc1O | 1.4 | 4 | 99 | -5 | 104 | -0.3 | -3.9 | -11 | -4 | 2
CN(C)CCOC(=O)C1(c2ccccc2)CCOCC1 | 0.99&1.1 | 16&4 | 97&101 | 2&11 | 101&94 | -0.4&-0.4 | -0.5&2.8 | -1&1 | -8&1 | 3&-1
Cc1ccc(-c2csc3nc(C)n(N)c(=O)c23)o1 | 1.4 | 5 | 114 | 10 | 97 | 0.6 | 0.1 | -4 | 11 | -15
Cc1ccc(-c2cc(C(=O)NC3=NCCS3)c3ccccc3n2)cc1C | 1 | 49 | 118 | -6 | 105 | 0.6 | 0.0 | 0 | -10 | -20
N#CC1=C(N)Oc2nc(-c3ccccc3)[nH]c2C1c1cccnc1 (stereo not drawn) | 0.97 | -22 | 100 | 0 | 102 | 0.3 | 1.5 | 0 | -5 | -1
O=C(COc1cccc2cccnc12)N/N=C1\SCC(=O)N1Cc1ccccc1 | 1 | nt | 96 | 2 | 97 | -0.3 | -0.1 | -7 | -4 | 5
CCOc1ccc(N(Cc2cc3ccc(C)cc3[nH]c2=O)S(C)(=O)=O)cc1 | 1.1 | 15 | 106 | -1 | 102 | -0.2 | -0.4 | 1 | 1 | -6
O=C(c1cccc(C(F)(F)F)c1)C1CCCN(C(=O)CCCN2CCCC2=O)C1 (stereo not drawn) | 0.85 | 17 | 94 | 13 | 94 | -0.2 | -0.2 | -9 | 10 | 6
CCOC(=O)Cc1csc(SC(C)C(=O)Nc2ccc(NC(C)=O)cc2)n1 (stereo not drawn) | 1.1 | 17 | 98 | -2 | 103 | -0.2 | 0.4 | -3 | -13 | 2
CC(C)NC(=O)CSc1nc2ccccc2n1CC(=O)N(C(C)C)C(C)C | 1.2 | 17 | 96 | 12 | 97 | 0.0 | 0.2 | 23* | 0 | 2
Cc1cc(C(=O)C(=O)NC(C)C)c(C)n1-c1ccc([N+](=O)[O-])cc1 | 1.2 | -4 | 104 | 16 | 89 | -0.5 | 1.7 | -1 | 12 | -5
CC(C)=CCCC(C)CN1CCC(O)CC1 (stereo not drawn) | 1.1 | 1 | 86 | 5 | 99 | -0.2 | 0.3 | -6 | -2 | 6
O=[N+]([O-])c1ccc(OCCn2cnc3ccccc32)cc1 | 1.1 | 24 | 94 | 22 | 90 | -0.2 | -0.4 | 1 | 6 | 6
Cc1ccc(N=Cc2sc(O)c3ccccc23)c(C)c1 | 1.3 | 12 | 147* | 13 | 92 | 1.2 | 3.2 | 1 | 25* | -53
COC(=O)c1ccc(NC(=S)N2CCN(Cc3ccc(Cl)cc3)CC2)cc1 | 1.1 | -1 | 102 | 8 | 99 | -0.2 | 1.1 | -5 | -3 | -2
CS(=O)(=O)N(CC(=O)NCc1ccccc1Cl)C1CCCCC1 | 0.95 | -3 | 100 | 7 | 98 | -0.3 | -0.2 | -1 | 5 | 0
O=C(Nc1ccccc1)N1CCc2ccccc21 | 6.5* | 102 | 146* | 18 | 87 | 0.0 | 0.7 | -1 | 9 | -47
COc1cccc(CNC(=O)C2CCN(S(=O)(=O)c3c(C)nn(C)c3C)CC2)c1 | 1.2 | -2 | 99 | 7 | 102 | -0.2 | -2.1 | -2 | -16 | 2
CCOC(=O)c1ccc(CN(Cc2ccc(C)cc2)S(=O)(=O)c2cccc([N+](=O)[O-])c2)cc1 | 1.1 | 27 | 95 | 1 | 102 | -0.3 | 1.5 | -7 | -1 | 6
Cc1cccc(C)c1NC(=O)CSc1nnc(-c2ccco2)n1N | 0.95 | 7 | 101 | 2 | 103 | -0.4 | 2.5 | 3 | -1 | -1
COc1ccc(CCn2c(C)cc(C(=O)CSc3nnnn3-c3ccccc3)c2C)cc1OC | 1.4 | 6 | 105 | -1 | 104 | -0.1 | 0.9 | 0 | -5 | -5

(list continues)
SMILES | NF-kB expr up | APP 5'UTR act | STAT1 activator | STAT3 inh | STAT3 activator | Hsp70 activator | DTT redox prof | HMGR II inh | TLR4-MyD88 BLA | STAT1 blocker
CNC(=O)c1ccc(-c2ccc(OC)cc2)s1 | 4.6* | 99 | 138* | 17 | 88 | 0.0 | 1.6 | 1 | -7 | -42
Cc1ccc(C(=O)Nc2cccc(C(=O)O)c2)cc1 | 5.3* | -35 | 24 | 98* | 19 | -0.7 | 0.2 | -6 | 12 | 82*
Cc1ccc(-c2csc(Cc3nc(-c4cc5ccccc5oc4=O)cs3)n2)cc1 | 0.85 | 28 | 92 | 11 | 97 | -0.3 | -8.3 | -3 | 8 | 9
O=C(NCCc1ccccc1)c1ccccc1NS(=O)(=O)N1CCCC1 | 1.7 | 19 | 117 | 8 | 96 | 0.0 | 2.4 | -7 | -22 | -19
O=C(c1ccccc1)N1CCN(C2CC3CCC2C3)CC1 (stereo not drawn) | 1 | 0 | 100 | 5 | 98 | -0.4 | -0.5 | 2 | 2 | 0
COc1ccc(NC(=O)CC2C(=O)N(C)C(=S)N2Cc2ccco2)cc1 (stereo not drawn) | 1 | -6 | 107 | -5 | 105 | -0.1 | -0.1 | 1 | 12 | -8
COc1ccc(S(=O)(=O)Nc2ccccc2C(N)=O)cc1OC | 1.1 | 11 | 101 | 22 | 89 | 0.1 | -0.2 | -2 | 5 | -2
Cn1c(=O)oc2cc(S(=O)(=O)Nc3cccc(F)c3)ccc21 | 0.85 | 10 | 99 | 6 | 95 | -0.2 | -0.2 | -4 | -15 | 2
CCc1nccn1S(=O)(=O)c1cc(OC)c(Cl)cc1OC | 1.3 | 16 | 90 | 5 | 97 | -0.5 | -0.6 | -1 | -7 | 11
Cc1cccc(C)c1NC(=O)C(c1ccccc1)N1CCOCC1 (stereo not drawn) | 1.1 | 4 | 105 | -2 | 104 | 0.1 | 0.3 | 4 | -4 | -7
CC(=O)Nc1c(O)c2ccccc2[nH]c1=O | 1.2 | 4 | 85 | -3 | 106 | -0.5 | -0.1 | 0 | 10 | 14
CC(=O)c1cn(CC(=O)NCC2CCCO2)c2ccccc12 (stereo not drawn) | 1 | 10 | 97 | 8 | 96 | -0.1 | 0.5 | 1 | 12 | 3
Cc1nccn1CCC1CCCCN1C(=O)CCc1nnc(-c2ccsc2)o1 (stereo not drawn) | 1.1 | -8 | 105 | 3 | 102 | -0.3 | -0.9 | -1 | -5 | -7
CCOc1cc(-c2cc(-c3ccc(OC)cc3)nc(N)c2C#N)ccc1O | 0.96 | 2 | 96 | 7 | 95 | -0.2 | 0.7 | -5 | -19 | 4
Cc1ccc(NC(=S)N/N=C/c2ccc(Cl)c([N+](=O)[O-])c2)cc1 | 1.1 | 12 | 102 | 3 | 101 | -0.2 | 1.0 | -5 | -1 | -2
COC(=O)c1cc(Cl)c(NC(=O)Cc2ccccc2)cc1OC | 1.1 | 22 | 91 | 8 | 101 | -0.3 | -1.2 | -5 | -7 | 10
CCc1nnc(NC(=O)c2cc(S(=O)(=O)N3CCOCC3)ccc2N2CCCCC2)s1 | 1.1 | -10 | 105 | -7 | 106 | -0.2 | -0.3 | -5 | -7 | -4
O=C(NCC(=O)N(c1ccc(F)cc1)C(C(=O)NC1CCCC1)c1cccnc1)c1cccs1 (stereo not drawn) | 1 | 17 | 100 | 7 | 99 | -0.1 | -0.1 | -5 | 11 | -1
Cc1cc(C)c(C(=O)c2ccc(C(=O)NC(C)(C)C)cc2)c(C)c1 | 0.98 | nt | 97 | 0 | 100 | 0.3 | 0.4 | -4 | 16 | 0
CCS(=O)(=O)c1ccc2c(c1)N(S(C)(=O)=O)CC(C(=O)NC1CC1)O2 (stereo not drawn) | 1.2 | 3 | 97 | 16 | 93 | 0.2 | -2.9 | -1 | 5 | 3
Cc1[nH]c2ccccc2c1C1(O)C(=O)N(C(C)C)c2ccccc21 (stereo not drawn) | 0.66 | -7 | 98 | -38 | 137* | -0.1 | 0.3 | -3 | -8 | 2
O=C(CSc1nc(-c2ccccc2)nc2c1Cc1ccccc1O2)Nc1ccccc1 | 1.1 | -10 | 102 | 3 | 101 | -0.2 | -1.2 | 0 | 4 | -2
Cc1c(OCC(=O)OC(C)C)ccc2c3c(c(=O)oc12)CCC3 | 1.9 | 4 | 100 | 28 | 78 | -0.2 | 0.8 | 0 | 0 | 0
CCC(CC)NC(=O)CSc1nnc(-c2ccc(OC)cc2)n1C(C)C | 0.99 | -20 | 102 | 5 | 96 | -0.5 | -0.3 | -7 | -1 | 1
COc1cc(NC(=O)C2CCCN(S(=O)(=O)c3cnc[nH]3)C2)cc(OC)c1 (stereo not drawn) | 1.3 | -10 | 104 | 0 | 104 | -0.4 | -3.2 | 0 | -1 | -5

(further entries)
SMILES | NF-kB expr up | APP 5'UTR act | STAT1 activator | STAT3 inh | STAT3 activator | Hsp70 activator | DTT redox prof | HMGR II inh | TLR4-MyD88 BLA | STAT1 blocker
CCOC(=O)N1CCc2c(sc3c2c(=O)n(Cc2ccccc2)c(=O)n3Cc2cccc(C)c2)C1 | 0.76 | 5 | 103 | -2 | 101 | 0.2 | 2.7 | -4 | 7 | -3
O=C(O)c1ccc(/C=C/c2ccc3cccc(O)c3n2)cc1 | 3.2 | 89 | 96 | 12 | 92 | 0.1 | -0.9 | 0 | -11 | 3
CCN1CCN(C2=NC(=O)/C(=C/c3ccc(C)o3)S2)CC1 | 0.92 | 6 | 102 | 7 | 100 | -0.7 | 0.0 | -4 | 3 | -2
O=C1CN(C(=O)COC(=O)COc2ccc3c(c2)CCC3)c2ccccc2N1 | 1.1 | 12 | 100 | 2 | 101 | -0.5 | 2.6 | -7 | -2 | 0
CCN1C(=O)c2n[nH]c(C(=O)OC)c2C1=O | 1.1 | 6 | 104 | -2 | 110 | -0.2 | 2.0 | -10 | -8 | -4
CCOCCCNC(=O)c1cc(Sc2ccc(F)cc2)nc2ccccc12 | 0.78 | 2 | 106 | -6 | 106 | -0.3 | -0.4 | 2 | 1 | -6

Entries of single compounds from above. Order of screens: NF-kB expr up | APP 5'UTR act | STAT1 activator | STAT3 inh | STAT3 activator | Hsp70 activator | DTT redox prof | HMGR II inh | TLR4-MyD88 BLA | STAT1 blocker
O=C(O)c1ccc(/C=C/c2ccc3cccc(O)c3n2)cc1 reads 3.2 | 89 | 96 | 12 | 92 | 0.1 | -0.9 | 0 | -11 | 3
CCOCCCNC(=O)c1cc(Sc2ccc(F)cc2)nc2ccccc12 reads 0.78 | 2 | 106 | -6 | 106 | -0.3 | -0.4 | 2 | 1 | -6
